# FN deposit inh: fibronectin deposition inhibition; AH1F fibroblasts, Alexa488-fibronectin deposition fluorescence, overnight; inhibition, % at 12.6 µM; 0.086% of 350,000 active;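 active means mean inhibition across replicates of 30% or more, regardless of how many single replicates reach that level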;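 further: positive control wells lacked labelled fibronectin entirely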
#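 Assay system: AH1F fibroblast monolayer, labelled fibronectin deposition. Amount: 10000 cells per well. Also added: labelled fibronectin 24 nM. Compound: single-point pinned compound. Incubation: cell attachment 1 h, compound and FN exposure overnight. Detection: fluorescence after three HBSS washes, excitation 485 nm, emission 525 nm. Read-out: inhibition of fibronectin deposition signal.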
# Statin myotox sup: suppressors of simvastatin-induced myotoxicity in C2C12 myotubes | ATP luminescence, 48 h; scaled: DMSO 0, geranylgeraniol control 100 | rescue of ATP level, % at 7.49 µM | 0.78% of 330,000 active | AID 602340;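 active means mean ATP rescue above about 67%, or every replicate alone reaching that limit, limit read from the data, passing the limit was not always enough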;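 further: myotubes were challenged with 10 µM simvastatin during compound exposure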
# LGR2 inh: blocks bursicon-induced cAMP signaling via Drosophila LGR2. HEK293 LGR2, CRE-luciferase, bursicon-stimulated, 4 h. inhibition, % at 9.99 µM. 0.35% of 380,000 active. AID 720647;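 active means drop in luminescence signal, shown as inhibition above about 50% in the replicate tests, limit read from the data, passing the limit was not always enough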;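 further: agonist challenge used bursicon conditioned medium at about half maximal strength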
# esBAF inh: blocks esBAF chromatin remodeling in mouse ES cells. Bmi1-luciferase knock-in reporter, 24 h; 100% = twice the neutral-well signal. reporter increase, % at 12.5 µM. 2% of 350,000 active. AID 602393; in the data active means activation above about 40%;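 further: 0% = median of the plate's neutral control wells and 100% = double that signal; a rise in the Bmi1 reporter signal indicates esBAF inhibition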
# S100A4 inh HTS: S100A4-myosin IIA interaction inhibition | P26447 | S100A4/TAMRA-MyoIIA peptide fluorescence polarization | inhibition, % at 10.7 µM | 0.14% of 360,000 active;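 active means mean inhibition of at least 70% across replicates, with every replicate also reaching that level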
# Target sequence (P26447 whole entry, looked up): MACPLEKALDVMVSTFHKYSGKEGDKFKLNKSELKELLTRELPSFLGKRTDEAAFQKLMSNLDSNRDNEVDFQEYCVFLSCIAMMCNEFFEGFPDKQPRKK
#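 assay system = human S100A4 monomer with TAMRA-labelled myosin IIA peptide | also added = labelled myosin peptide probe, 5 nM | incubation = 5 min between mix addition and reading | control set = DMSO and TFP controls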
# Casp6 inh: inhibitors of human caspase-6. P55212. purified caspase-6, Z-VEID-R110 cleavage fluorescence. inhibition, % at 12.5 µM. 0.53% of 350,000 active. AID 686996;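 active means mean inhibition across replicates at least about 35%, with every replicate also reaching that limit, limit read from the data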;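 further: 0% = median of neutral control wells and 100% = no fluorescence left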
# Target sequence (P55212 24-179 limits assumed): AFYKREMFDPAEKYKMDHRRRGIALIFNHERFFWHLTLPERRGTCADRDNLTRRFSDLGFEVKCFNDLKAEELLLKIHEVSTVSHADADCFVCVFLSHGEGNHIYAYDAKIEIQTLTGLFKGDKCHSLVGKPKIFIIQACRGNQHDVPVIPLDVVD
# Target sequence (P55212 194-293 limits assumed): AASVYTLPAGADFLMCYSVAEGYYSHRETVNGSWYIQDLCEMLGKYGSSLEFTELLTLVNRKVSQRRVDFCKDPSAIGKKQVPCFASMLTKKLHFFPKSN
# SIRT5 block: sirtuin-5 (human) deacylase inhibition; 1.1% of 330,000 active; AID 652115; inhibition, % at 15 µM; Purified SirT5, succinyl-peptide AMC, trypsin-coupled fluorescence; Q9NXA8; in the data active means inhibition above about 15%
# Target sequence (Q9NXA8 whole entry, looked up): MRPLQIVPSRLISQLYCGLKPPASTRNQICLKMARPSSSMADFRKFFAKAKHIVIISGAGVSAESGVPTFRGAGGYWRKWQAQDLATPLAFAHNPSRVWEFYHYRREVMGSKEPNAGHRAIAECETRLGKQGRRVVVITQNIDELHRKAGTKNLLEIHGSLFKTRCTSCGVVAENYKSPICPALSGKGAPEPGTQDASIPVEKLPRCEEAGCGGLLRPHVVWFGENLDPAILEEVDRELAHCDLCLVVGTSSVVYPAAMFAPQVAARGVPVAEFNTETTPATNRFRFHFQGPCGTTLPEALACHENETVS
# * hit, by the source's call; . = not tested or not shown; & = joins results of further samples. Not all compounds are listed (hit frequency here may not be typical).
Molecule	FN deposit inh	Statin myotox sup	LGR2 inh	esBAF inh	S100A4 inh HTS	Casp6 inh	SIRT5 block
CC(C)(C)c1ccc(C(=O)NNc2ccc(F)cc2F)cc1	3	4	-17	17	-9	-1	0
C[C@H]1CN([C@@H](C)CO)C(=O)c2cc(C3=CCCC3)cnc2O[C@@H]1CN(C)C(=O)c1ccccc1	.	6	-1	-1	-14	0	1
Cc1ccc2nc(-c3ccc(F)cc3)c(Cc3ccsc3)n2c1	-7	.	-37	.	3	4	3
Cc1nc2nc(C)c(NS(=O)(=O)c3ccc(Cl)s3)c(=O)n2[nH]1	2	1	-6	-2	-3	5	0
O=S(=O)(c1cnc[nH]1)N1CCc2ccccc21	-6	5	.	-11	.	.	.
CNC(=O)C[C@H]1CC[C@H]2[C@@H](COc3ccc(NC(=O)c4ccc(C#N)cc4)cc3C(=O)N2C)O1	-10	-12	15	0	4	-2	9
COc1ccc(C(=O)NCCCNc2nc3cc(C)cc(C)c3cc2C#N)cc1	-5	-6	6	1	6	2	0
CCCCCc1c(O)nc(SCCN(CC)CC)[nH]c1=O	6	.	.	.	-1	-10	-1
C[C@H](CO)N1C[C@H](C)[C@@H](CN(C)Cc2ccc(-c3ccccc3)cc2)Oc2c(NC(=O)Nc3ccc(C(F)(F)F)cc3)cccc2C1=O	-11	51&-8	-5&9	3&4	-2&-1	-3&3	2.6*
Cc1ccccc1C(=O)NCCSc1ccccc1	.	-1	-38	55*	.	.	.
O=C(Nc1ccc(N2CCOCC2)cc1)c1ccc(COc2ccccc2)cc1	0	2	14	-6	-4	-2	-2
COC(=O)c1sc2ccccc2c1NC(=O)c1ccc(S(=O)(=O)N2CCCC(C)C2)cc1 (configuration not stated)	-5	-5	3	7	.	.	.
COc1ccc2[nH]c3c(=O)n(CCN4CCOCC4)cnc3c2c1	4	-14	1	4	-3	1	-10
CC(=O)Nc1ccc(C2=CC(=O)CC(C)(C)C2)cc1	8	-1	-8	-8	-5	4	.
Cc1ccc2[nH]c3c(c2c1)CN(C(C)C)CC3	1	-5	-9	3	0	-6	-1
Cc1cccc(NC(=O)C(=O)NCc2ccccn2)c1	.	17	-7	28	2	2	1
O=S(=O)(c1cccs1)N1CCCCC1	-1	5	1	2	-1	-2	.
CC(=O)c1ccc(NC(=O)C2CCCO2)cc1 (configuration not stated)	-1	-3	4	10	-10	-1	-1
O=C(/C=C/c1ccccc1Cl)c1ccc[nH]1	9	.	.	.	1	2	-1
COC(=O)Cc1csc(NCc2ccccc2)n1	-4	-5	-8	-3	3	-1	2
O=c1ccc2ccc(Oc3ccc(Cl)cc3[N+](=O)[O-])cc2o1	.	.	-19	.	-4	0	-4
CCOC(=O)c1sc(S(C)=O)c2c1CCc1conc1-2 (configuration not stated)	-5	.	15	.	1	11	-3
Cc1ccc(S(=O)(=O)N2CCCC2CNC(=O)c2ccccc2)cc1 (configuration not stated)	-6	-4	1	3	1	4	-2
CC(C)CC#Cc1cnc2c(c1)C(=O)N([C@@H](C)CO)C[C@@H](C)[C@@H](CN(C)C(=O)Cc1ccncc1)O2	.	6	2	1	-9	0	-2
Nc1nc(N)c2sc3nc(C(F)(F)F)cc(C(F)(F)F)c3c2n1	-2	-14	.	1	.	.	.
Cc1ccc(-n2c(C)cc(/C=C3\NC(=O)NC3=O)c2C)c(C)c1	2	17	15	11	15	-3	1
O=[N+]([O-])c1c(Nc2ccc(Br)cc2)ccc2nonc12	1	-4	9	1	-2	2	-3
CN(CC(O)COc1ccccc1F)C1CCCCC1 (configuration not stated)	8	.	-1	.	-2	.	-4
CC1=C(C(=O)N2CCOCC2)CC(CC(=O)NCc2cccc3ccccc23)C(=O)N1Cc1ccccc1 (configuration not stated)	9	5	-2	3	-24	0	-4
COc1ccc(N2C(=O)C3CCCCC3C2=O)cc1NC(=O)c1ccccc1 (configuration not stated)	11	.	-4	.	9	-5	-1

# (listing goes on)
Molecule	FN deposit inh	Statin myotox sup	LGR2 inh	esBAF inh	S100A4 inh HTS	Casp6 inh	SIRT5 block
Cc1nn(-c2ccc(N3CCCCC3)nn2)c(C)c1CCC(=O)Nc1ccc(F)cc1	-8	-6	-52	29	65	2	-2
CCOC(=O)N1CCN(C(=O)c2cccc(NS(=O)(=O)c3ccc(F)c(F)c3)c2)CC1	2	0	-7	-7	.	.	.
CO[C@@H]1CN(C)C(=O)c2cc(NC(=O)Nc3cccc(F)c3)ccc2OC[C@H](C)N(C(C)=O)C[C@@H]1C	-9	-5	0	-5	7	0	-13
CS(=O)(=O)N(CC(=O)N1CCCC1)C1CCCCC1	8	-4	-10	6	1	1	.
CC1(C(=O)Nc2ccc3c(c2)OCO3)CCN1Cc1ccccc1OC(F)F (configuration not stated)	.	28	3	-2	2	2	-1
CC(=O)c1cc2c(C)cc(=O)oc2cc1O	.	-13	4	-7	3	0	-2
CC(C)c1ccc(NC2CCCN(C(=O)c3cnc4ccccn4c3=O)C2)cc1 (configuration not stated)	10	-5	0	-5	0	1	0
CCCCn1nc(C(=O)OCC(=O)Nc2sccc2C(N)=O)c2ccccc2c1=O	.	-3	-3	-13	6	4	0
COC(=O)[C@]1(Sc2ccc(C)cc2)CC(=O)N[C@@H]1c1ccco1	-8	.	1	.	4	4	0
Cc1ccc(S(=O)(=O)N2CC[C@H]3[C@H](CO)Nc4ccc(-c5ccc(C#N)cc5)cc4[C@H]32)cc1	7	.	4	.	-4	-1	-1
C[C@@H]1CN([C@@H](C)CO)C(=O)Cc2cc(NC(=O)Nc3ccc4c(c3)OCO4)ccc2O[C@@H]1CN(C)Cc1ccncc1	.	-40	11	11	-5	-3	-7
COc1cccc(-c2ccc3n(c2=O)C[C@H]2[C@H](CO)[C@@H](C(=O)NCC4CC4)N(C(=O)NC(C)C)[C@@H]32)c1	.	-1	-1	1	0	-1	-25
COc1cc(C(=O)NCCOc2cc(C)cc(C)c2)cc(OC)c1OC	5	-17	2	-8	-1	2	-1
N#C/C(=C\c1cccc([N+](=O)[O-])c1)c1ccccn1	10	.	-3	.	-5	0	3
c1ccc(-c2nnc(SCc3cn4ccsc4n3)o2)cc1	7	-9	.	36	.	.	.
Cc1cccc(C)c1NC(=O)C1(C)CN(S(C)(=O)=O)CC(=O)N1CCc1ccccc1F (configuration not stated)	9	.	-7	.	0	-1	-1
C[C@@H]1C=CCCO[C@]12C(=O)N(Cc1ccccc1C(F)(F)F)c1cccc(Br)c12	5	.	-6	.	-1	-1	3
COc1ccc2oc(C)c(C(=O)c3ccc(C)cc3)c2c1	3	14	-14	20	20	-4	-3
COC(=O)CCC(=O)NNC(=O)C1CC1(c1ccccc1)c1ccccc1 (configuration not stated)	5	5	.	-3	-3	2	0
COCC(=O)N1[C@H](CO)[C@H](c2ccccc2)C12CN(C(=O)Nc1ccccc1F)C2	.	.	-6	.	8	-5	0
N#Cc1ccccc1OCCn1cncn1	-1	-18	11	0	1	-3	8
NCCCCCNC(=O)c1nc[nH]c1C(=O)NCC(=O)OCc1ccccc1	-2	17	19	-2	0	5	.
Cc1cc(OCC(O)CN2CCN(c3ccccn3)CC2)cc(C)c1Cl (configuration not stated)	-1	-1	-13	-1	-1	-2	2
CC(C)c1nc2sc3c(=S)nc[nH]c3c2c2c1CCC2	-11	-12	-14	3	-7	0	0
CCC(=O)Nc1ccc2c(c1)C(=O)N(C)C[C@H](OC)[C@@H](C)CN(Cc1nccs1)[C@@H](C)CO2	5	13	1	2	.	.	.
O=C(O)c1nnn(-c2cccc(C(F)(F)F)c2)c1-c1ccccc1	3	2	-1	-3	11	-3	9
CCCCCC[n+]1ccccc1/C=C/c1ccc(N(C)C)cc1	-135	-50	18	-40	93*	-2	9
CN1c2ccc(C3=CCCCC3)cc2[C@@H]2[C@@H](CCN2C(=O)Nc2cc(F)ccc2F)[C@@H]1CO	-3	-9	4	1	-2	-2	1
Cc1cccc2c(=O)cc(C(F)(F)F)[nH]c12	11	2	5	-1	-8	0	3
COCC(=O)N1C[C@H](C)[C@@H](OC)CN(C)C(=O)c2cc(NC(=O)c3ccc(F)cc3)ccc2OC[C@@H]1C	10	9	-5	-1	1	2	4

# Later entries
Molecule	FN deposit inh	Statin myotox sup	LGR2 inh	esBAF inh	S100A4 inh HTS	Casp6 inh	SIRT5 block
Cc1ccc(C)c(Nc2cc(C(=O)NCc3cccnc3)c3ccccc3n2)c1	1	-14	-3	-6	-4	-1	-4
O=C(O)C1CCCN1S(=O)(=O)c1ccc(Cl)c(Cl)c1 (configuration not stated)	.	-14	5	-7	-15	-2	-6
COc1cccc(-c2nc(-c3ccccn3)no2)c1OC	8	-5	.	43*	.	.	.
CCOC(=O)C(C)Oc1ncnc2cccc(F)c12 (configuration not stated)	-17	.	3	.	3	2	-3
COc1ccc(OC)c(NC(=O)C(=S)NC2CCCCC2)c1	-5	.	-25	.	-2	4	1
CCCCN(C(=O)c1ccc(Br)o1)C1CCS(=O)(=O)C1 (configuration not stated)	3	0	-9	-4	1	2	-1
CC(=O)Nc1ccc(-c2ccnc3c2CC(C)(C(=O)NCc2ccc(N4CCN(C)CC4)cc2)O3)cc1 (configuration not stated)	9	11	8	2	12	-1	-1
O=C(Nc1ccccn1)c1cc(-c2ccc(Cl)s2)nc2ccccc12	1	-4	-10	-3	0	2	-11
Brc1cccc(-c2nnc3n2CCC3)c1	.	1	7	5	3	1	-1
COc1ccc(Cn2c(SCC(=O)NCc3ccco3)nc3ccsc3c2=O)cc1	-12	2	13	2	.	.	.
COC(=O)C(NC(=O)C(C)NC(=O)OCc1ccccc1)C(C)C (configuration not stated)	5	.	.	.	1	-1	0
CS(=O)(=O)N1CCN(C(=O)CSc2ccccc2)CC1	3	-3	22	-5	1	0	-7
CCOc1cc(/C=N/NC(=O)c2nnn(-c3nonc3N)c2C)ccc1OCc1ccc(F)cc1	-5	-13	18	2	-2	-1	-4
CCOC(=O)c1sc(NC(=O)CSc2nnc(-c3ccco3)o2)c(C(=O)OCC)c1C	.	1	-9	15	.	.	.
C[C@@H]1CN([C@H](C)CO)C(=O)c2cc(NC(=O)Nc3ccc(F)cc3)ccc2O[C@@H]1CN(C)S(C)(=O)=O	.	-3	-9	1	-5	2	7
CCOc1ncnc2c1oc1nc(CC(C)C)c3c(c12)CC(C)(C)OC3	.	-3	-22	-6	-6	0	-3
COc1ccc(S(=O)(=O)NC(CC(=O)NCCc2ccc(OC)c(OC)c2)C(C)C)cc1 (configuration not stated)	-5	.	-3	.	0	8	-5
CCOC(=O)c1sc(NC(=O)c2ccc(OC)cc2)nc1C	5	-1	-21	47*	-3	6	2
COc1ccccc1CNC(=O)COC(=O)c1cccc(S(=O)(=O)N2CCOCC2)c1	-1	.	-2	.	-1	4	0

# From PubChem BioAssay
